Assay outcomes (PubChem BioAssay)
RmlC RmlD mix: RmlC and RmlD coupled enzyme inhibitors, primary screen, biochemical, 384-well, compound mixtures, retest. RmlC/RmlD coupled enzyme inhibition, 384-well mixture HTS. AID 1532, 2009. inhibition, % at 5.5 µM. 110,000 tested, 0.39% active; in the data active = inhibition above about 30%, passing the limit was not always enough; inconclusive = no clear call, values can overlap the other calls; note: strong numbers were not always called active
HIV RNase H inh: HIV-1 RT RNase H inhibitors, primary screen, biochemical, fluorescence. Gag-Pol polyprotein (Human immunodeficiency virus type 1 group M subtype B (isolate …. RT-RNase H RNA/DNA duplex cleavage. inhibition, % at 10 µM. 65,000 tested, 1.9% active. AID 565, 2006; in the data active = inhibition above about 50%
An asterisk follows results filed as active; ? = inconclusive; . = not tested or not shown.

SMILES	RmlC RmlD mix	HIV RNase H inh
CC(C(=O)Nc1ccc(S(=O)(=O)N2CCOCC2)cc1)N(c1ccccc1)S(C)(=O)=O (stereo unspecified)	-20	-4
COc1ccc(C(=O)OC2CCN(C)CC2)cc1	-11	.
COCCn1nnnc1C(C(C)C)N1CCOCC1 (stereo unspecified)	5	-7
C/C=C/c1ccc(OCCCNC(C)CC)c(OC)c1 (stereo unspecified)	52	.
Cc1ccc(Cc2nc(-c3ccccn3)no2)cc1	3	.
Nn1cnnc1SCC(=O)Nc1ccc(C2CCCCC2)cc1	4	-3
COc1cc2c(cc1OC)C(c1ccc3c(c1)OCO3)CC(=O)N2 (stereo unspecified)	-3	-11
CCOc1cc(C2C(C#N)=C(N)Oc3n[nH]c(-c4ccccc4)c32)ccc1O (stereo unspecified)	-2	-20
Cc1cc2c(C)ccc(C)c2nc1SCC(=O)c1cccs1	10	.
Cc1ccc(COc2ccsc2-c2n[nH]c(=S)n2C)cc1	20	.
C#CCN(C)Cc1ccccc1	5	1
COC(=O)c1ccccc1Sc1c(/C=N/OC(=O)c2ccccc2)c(C(F)(F)F)nn1C	-7	.
O=C(O)Cc1ccc2[nH]c3ccc(CC(=O)O)cc3c2c1	5	4
CCOC(=O)Cc1csc(NC(=O)COc2ccc3ccccc3c2)n1	-11	.
Cc1ccccc1C(=O)N1CCCN(C(=O)c2ccccc2C)CC1	2	-4
CN(c1ccccc1C(=O)N1CCOCC1)S(C)(=O)=O	-15	-6
Cc1ccc(S(=O)(=O)NCCC(=O)O)cc1	5	.
CCOc1ccc(C(C)=O)cc1N1C(=O)C2C3C=CC(C3)C2C1=O (stereo unspecified)	7	-2
O=CN1CCN(C2CC(=O)N(c3ccc(Br)cc3)C2=O)CC1 (stereo unspecified)	-10	3
COc1ccccc1OCC(=O)N/N=C1/SCC(=O)N1Cc1ccccc1	?	.
O=C(c1ccco1)c1cn(Cc2ccccc2)c2ccccc12	-8	.
COc1ccccc1S(=O)(=O)Nc1ccc(-c2nnc3n2CCCCC3)cc1	-12	.
COc1ccc(-n2c(=O)cc(N3CCN(Cc4ccccc4)CC3)[nH]c2=O)cc1	4	-1
COc1ccc(Cl)cc1NC(=O)CC(C)c1ccccc1 (stereo unspecified)	-7	.
CCO[C@@H]1OC(C(=O)NC2CC2)=C[C@H](C2CC2)[C@H]1CCCO	0	.
COc1ccc(N2C(=O)CCC(C(=O)N3CCCCC3)C2c2ccc(OC)c(OC)c2)cc1 (stereo unspecified)	-8	2
COc1ccc(-c2cc([C@H]3[C@H]4C=CC[C@@H](C)[C@@H]4C(=O)N3Cc3ccccc3)ccc2F)cc1	5	.
CCCCC1=CC2=C(c3ccco3)C(=O)C(C)(OC(=O)c3ccc(OC)cc3)C(=O)C2=CN1Cc1ccc2c(c1)OCO2 (stereo unspecified)	5	.
Cc1nnc(NC(=O)c2ccc(S(=O)(=O)N3CCCCCC3)cc2)o1	-15	21
Cc1ccc(C)c(NC(=S)NCc2ccc3c(c2)OCO3)c1	-14	.
O=C(Nc1ccc2c(c1)OCCO2)C1CCCN(S(=O)(=O)c2cccs2)C1 (stereo unspecified)	16	-26
CCOc1nc(OCC)nc(-n2cc(-c3ccccc3)nn2)n1	.	-2
COc1ccc(Oc2nc(SC)nc3ccsc23)cc1	-8	.
Cc1noc(C)c1C(=O)N1CCC2(CC1)Oc1ccc(F)cc1C(=O)C21CC(c2ccc(Cl)cc2)=NO1 (stereo unspecified)	-9	.
Cc1ccc(CSc2nnc(Nc3ccc(C)cc3)s2)cc1	-9	.
CCOC(=O)c1ccccc1NC(=O)CN(c1ccccc1C)S(C)(=O)=O	-10	.
Cc1cc(NCCN2CCOCC2)n2nc(C)c(-c3ccc(Cl)cc3)c2n1	-6	-3
CC(NC(=O)C12CC3CC(CC(C3)C1)C2)c1ccc2c(c1)OCCO2 (stereo unspecified)	-8	.
CN1CCN(C2=CC(=O)OC23CCCCC3)CC1	-12	.
NC(=O)CC(NC(=O)c1ccc(Br)cc1)c1ccc(NCc2ccc(F)c(F)c2)c([N+](=O)[O-])c1 (stereo unspecified)	-1	.
O=C(NNS(=O)(=O)c1ccccc1[N+](=O)[O-])c1ccc(O)cc1	-15	.
CCOC(=O)C1CCCCN1Cc1cccc(OC)c1OC (stereo unspecified)	9	.
O=C(c1cn(-c2ccccc2)nc1-c1ccc(Cl)s1)N1CCOCC1	-16	-13
CCCCn1c(SCC(=O)N2CCCC2)nnc1-c1ccccc1	4	.
Cc1nnc(NC2CCCCC2)[nH]c1=O	6	-11
Cc1onc(-c2ccccc2)c1-c1n[nH]c(=S)n1-c1ccccc1	5	.
Cc1cc(CNC(=O)c2cc(Br)ccc2Cl)nn1C	7	-9
O=C(Cn1c(C(=O)N2CCc3ccccc3C2)cc2sccc21)c1ccccc1	8	1
O=C1c2cccnc2C(Nc2ccc(S(=O)(=O)N3CCCCCC3)cc2)N1Cc1ccccc1 (stereo unspecified)	4	3
N#CC1=C(N)Oc2c(oc(CO)cc2=O)C1c1ccsc1 (stereo unspecified)	-63	-18

(further entries)
SMILES	RmlC RmlD mix	HIV RNase H inh
O=C1C2C(c3ccccc3)C=CC(c3ccccc3)C2C(=O)N1CCCO (stereo unspecified)	8	.
C=C(C)c1cccc(C(C)(C)NC(=O)N2CCN(c3ncccn3)CC2)c1	4	-5
CCN1CCN(C(=O)Cn2ncc3c2-c2ccccc2OC3)CC1	11	-2
Cc1cc(C(C)(C)C)oc1C(=O)NCCCNC(=O)c1oc(C(C)(C)C)cc1C	7	.
COc1c(F)c(F)c(C(=O)Nc2ccc(N3CCN(C(C)=O)CC3)c(Cl)c2)c(F)c1F	-9	.
Cc1ccc(-c2nc3cccnc3s2)cc1NS(=O)(=O)c1ccc2c(c1)CCCC2	3	.
CN(C)CCC(=O)c1ccc(Cl)cc1	13	14
CC(C)N(CCn1c(=S)[nH]c2ccccc2c1=O)C(C)C	-16	.
Cn1c(C(=O)N2CCCC(C(=O)NCCN3CCOCC3)C2)cc2sccc21 (stereo unspecified)	-1	0
CC(Sc1nnc2c(n1)C1(C)CCC2C1(C)C)C(=O)Nc1ccccc1 (stereo unspecified)	4	.
O=C(NCc1ccco1)c1ccccc1NC(=O)C1CC(=O)N(c2ccc(Cl)cc2)C1 (stereo unspecified)	5	-4
Cc1nc(NCc2ccco2)c2c(C)c(C)sc2n1	-7	.
CC(=O)N1CCN(c2ccc(NCc3ccc(C)s3)cc2)CC1	-6	-5
O=C(OCCO)c1cc(Cl)c(C(=O)OCCO)cc1Cl	-10	-1
COc1ccc(-n2nnc3c(=O)n(C/C=C/c4ccccc4)cnc32)cc1	-82	-2
COc1ccc(CNC(=O)C(OC(C)=O)c2ccccn2)cc1 (stereo unspecified)	-8	-6
CN1CCN(S(=O)(=O)c2ccc(NC(=O)C3CCCO3)cc2)CC1 (stereo unspecified)	-10	7
CC(C)=CC(=O)N1CCCc2ccccc21	4	-6
Cc1nnc(C)c2c(C)n(Cc3ccc4c(c3)OCO4)c(C)c12	9	-2
O=C(CCN1CCCCC1)Nc1ccc(Br)cc1	9	-14
Cc1nn(-c2ccccc2)cc1/C=N/O	-118	-17
Cc1ccc(-n2c(C)cc(C(=O)OCC(=O)N(C)C3CCS(=O)(=O)C3)c2C)cc1 (stereo unspecified)	9	-2
Cc1onc(-c2ccccc2)c1C(N)=O	5	-3
O=C(CCC(=O)N1CCN(S(=O)(=O)c2ccc(Cl)cc2)CC1)NC1CCCc2ccccc21 (stereo unspecified)	-44	.
Cc1ccc(S(=O)(=O)N2CCOCC(=O)NCCOCCNC(=O)COCC2)cc1	6	1
O=C(COc1ccc(S(=O)(=O)N2CCc3ccccc32)cc1Cl)NCc1ccccn1	1	-59
O=C(NCCN1C(=O)C2C3C=CC(C3)C2C1=O)Nc1ccccc1O (stereo unspecified)	4	2
CCOc1c(C)cc2[nH]c(CCC(=O)O)nc2c1C	-3	-8
O=c1[nH]c(=O)n(Cc2ccccc2)c(O)c1C=NCCCO	-2	-17
C=CCn1nnc2sc3c(c2c1=O)CCC(C)C3 (stereo unspecified)	6	-17

Some of these compounds in order of length of the SMILES, high to low.
SMILES	RmlC RmlD mix	HIV RNase H inh
O=C(CCC(=O)N1CCN(S(=O)(=O)c2ccc(Cl)cc2)CC1)NC1CCCc2ccccc21 (stereo unspecified)	-44	.
Cc1ccc(-n2c(C)cc(C(=O)OCC(=O)N(C)C3CCS(=O)(=O)C3)c2C)cc1 (stereo unspecified)	9	-2
O=C(COc1ccc(S(=O)(=O)N2CCc3ccccc32)cc1Cl)NCc1ccccn1	1	-59
Cc1ccc(S(=O)(=O)N2CCOCC(=O)NCCOCCNC(=O)COCC2)cc1	6	1
COc1ccc(-n2nnc3c(=O)n(C/C=C/c4ccccc4)cnc32)cc1	-82	-2
O=C(NCCN1C(=O)C2C3C=CC(C3)C2C1=O)Nc1ccccc1O (stereo unspecified)	4	2
Cc1nnc(C)c2c(C)n(Cc3ccc4c(c3)OCO4)c(C)c12	9	-2
O=c1[nH]c(=O)n(Cc2ccccc2)c(O)c1C=NCCCO	-2	-17
COc1ccc(CNC(=O)C(OC(C)=O)c2ccccn2)cc1 (stereo unspecified)	-8	-6
O=C(OCCO)c1cc(Cl)c(C(=O)OCCO)cc1Cl	-10	-1
CCOc1c(C)cc2[nH]c(CCC(=O)O)nc2c1C	-3	-8
Cc1nc(NCc2ccco2)c2c(C)c(C)sc2n1	-7	.
C=CCn1nnc2sc3c(c2c1=O)CCC(C)C3 (stereo unspecified)	6	-17
O=C(CCN1CCCCC1)Nc1ccc(Br)cc1	9	-14
CC(C)=CC(=O)N1CCCc2ccccc21	4	-6
Cc1nn(-c2ccccc2)cc1/C=N/O	-118	-17

The list goes on:
SMILES	RmlC RmlD mix	HIV RNase H inh
O=C(Oc1ccc(Cl)c2cccnc12)N1CCCCC1	10	-3
Clc1ccc(-c2nnnn2-c2ccc(Cl)c(Cl)c2)cc1Cl	-9	.
CC(C)C(c1nnnn1Cc1ccc(F)cc1)N1CCN(Cc2ccc3c(c2)OCO3)CC1 (stereo unspecified)	-2	-1
O=C(COC(=O)c1cc(=O)[nH]c2ccccc12)NC(=O)NC1CCCCC1	11	-5
CCOC(=O)Cc1csc(NC(=O)c2ccc(S(=O)(=O)N3CCCC3)cc2)n1	3	7
Cc1nc2ccc(S(=O)(=O)N(C)CC(=O)N3CCc4ccccc4C3)cc2s1	10	-25
CNc1ccccc1C(=O)OCC(=O)c1ccccc1	-12	.
CCCCCCOC(=O)c1ccc(OC(=O)c2cccnc2)cc1	9	.
CC(=O)c1cc(C#N)c(SCC(=O)C(C)(C)C)nc1C	4	5
Cc1ccc(C(=O)Nc2nncs2)cc1S(=O)(=O)N1CCOCC1	-13	-5
Cc1ccc2c(CSc3nnc(C4CC4)n3N)cc(=O)oc2c1C	.	-6
Cc1ccccc1C(=O)NC(=S)Nc1ccc(S(=O)(=O)N(C)c2ccccc2)cc1	10	.
CCOC(=O)C1=C(CN2CCc3ccccc32)NC(=O)NC1c1cc(C)ccc1C (stereo unspecified)	-8	.
COC(=O)C(C)Sc1nc2c(c(=O)[nH]c(=O)n2C)n1CCCc1ccccc1 (stereo unspecified)	9	-6
CC(C)(C)C(=O)NNC(=O)CCCOc1ccc(Cl)cc1Cl	7	.
COc1cc(-c2nnc(CSc3nnc4nc(C)cc(C)n34)o2)cc(OC)c1OC	-11	-6
Cc1ccccc1Cn1cnc2c(NS(C)(=O)=O)c(C)c(C)cc21	11	.
COc1ccc(C(=O)N2CCN(c3nnnn3-c3ccccc3)CC2)cc1OC	73	-28
C=CCOc1ccc(Cl)cc1CNCCCN1CCOCC1	2	.
COc1ccc(Nc2cc(C)nc(N3CCOCC3)n2)cc1	-19	-11
CCOC(=O)c1cc(-c2ccccc2)n(CCC(=O)O)c1C	-1	.
O=c1cc(CO)oc(CN2CCN(Cc3ccccc3)CC2)c1O	-10	.
CC(C)CCNC(=O)c1c(N)n(CC2CCCO2)c2nc3ccccc3nc12 (stereo unspecified)	-68	.
COc1cc(S(=O)(=O)NCc2ccccn2)c(OC)cc1Cl	-3	.
NC(=O)CC(NC(=S)NCc1ccccc1)C(=O)O (stereo unspecified)	-22	.
COc1ccc(Cl)cc1NC(=O)NC(C)c1ccncc1 (stereo unspecified)	9	-2
COc1ccc(CSCC(=O)N/N=C/c2ccccc2OCc2ccccc2)cc1	8	.
Cc1cccc(CSc2nc3c(cc2C#N)CN(C)CC3)c1	3	.
CCS(=O)(=O)N1CCN(C(C)CCc2ccccc2)CC1 (stereo unspecified)	-2	-9
CCCc1nc(SCc2ccccn2)c2c(=O)n(C)c(=O)n(C)c2n1	12	-42
CCCNS(=O)(=O)c1ccc(OCC(=O)Nc2ccccc2F)cc1	10	-16
COc1ccc(OC)c(C(=O)c2coc3ccc(O)cc23)c1	6	-9
CCOc1ccccc1Oc1coc2cc(OC(=O)c3ccco3)ccc2c1=O	25	7
Cc1ncsc1C(=O)N1N=C2/C(=C/c3ccc(N4CCOCC4)cc3)CCCC2C1c1ccc(N2CCOCC2)cc1 (stereo unspecified)	-12	.
COc1ccc(CN2C(=O)[C@@H]3C(c4ccccc4Cl)=NO[C@@H]3C2=O)cc1	5	-24
O=C(Nc1cccc(-c2cnc3ccccc3n2)c1)c1ccc(Cl)cc1	-8	.
Oc1ccccc1N1CCN(c2ncccn2)CC1	2	.
CCCOC(=O)CCCC[C@H]1SC[C@@H](NC(=O)OC)[C@H]1NC(=O)OC	-5	.
COc1cc2c(C(=O)N3CCN(c4ccccc4)CC3)c(C)oc2cc1Br	8	0
Cc1nc(CSc2ccc(Cl)cc2)cc(N2CCOCC2)n1	-11	.
COC(=O)c1[nH]c(C)c(/C(O)=C2\C(=O)C(=O)N(CCN3CCOCC3)C2c2cccnc2)c1C (stereo unspecified)	0	5
COc1ccc(-c2nn(-c3ccccc3)cc2/C=N/N2C(=O)CSC2=S)cc1	-13	.
COCC(=O)Nc1ccc(C(N)=O)cc1	-178	-4

Only part of the results is shown; count on the stated rates, not on these rows.
